Glioma ERSR ind – induces the endoplasmic reticulum stress response in human glioma cells; 0.02% of 420,000 active; AID 602332; Potency, µM, without a hit: top-dose activation, usual class: activators; U87-MG GRP78 promoter luciferase reporter, 16 h; also: potency is read from the fitted curve at half-maximal effect; series mostly up to about 76 µM; % of control where 0% means no effect; nearly all actives have a fitted effect of over 35% in size
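Stably transfected U87-MG glioma cells carrying a GRP78-based luciferase sensor; 16 h compound incubation. Luminescence end-point read 10 min after Bright-Glo addition at room temperature.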
BLM inh – inhibitors of human Bloom syndrome helicase BLM; 0.2% of 350,000 active; Potency, µM (doses to about 56.1 µM), without a hit: at the top dose activity change, negative = inhibition, hits mostly inhibitors; P54132; recombinant BLM DNA unwinding, fluorescence dequenching;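 also: potency is read from the fitted curve at half-maximal effect; plate controls were vehicle for no effect and no enzyme for full effect; nearly all actives have a fitted effect of over 35% in size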
LDHA inh – LDHA (human) enzyme inhibition. 0.15% of 480,000 active. purified LDHA, NADH/diaphorase-resazurin fluorescence; stronger effect = lower value. activity change, % (values are at about 110 or 230 µM). P00338; in the data active = activity change below about -30%; inconclusive = mostly about -25% to -30%;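 also: plate controls were DMSO wells for no effect and wells without enzyme for full effect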
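Remaining NADH was detected by diaphorase (0.133 mg/mL) converting 37 µM resazurin to fluorescent resorufin, read at 0 and 20 minutes. The preceding 5-minute room-temperature reaction used 2 nM LDHA, 0.2 mM sodium pyruvate and 0.06 mM NADH at pH 7.4.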
APE1 inh – blocks human APE1 abasic DNA cleavage; P27695; recombinant APE1, TAMRA/BHQ-2 abasic DNA cleavage fluorescence; Potency, µM (series often up to 65.8 µM), without a hit: at the top dose activity change, negative = inhibition, actives largely listed as inhibitors; 0.35% of 350,000 active; AID 2517;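 also: potency is read from the fitted curve at half-maximal effect; plate controls were vehicle for no effect and reference inhibitor for full effect; nearly all actives have a fitted effect of over 55% in size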
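Enzyme (0.75 nM final) and test compound are incubated 15 min at room temperature before adding 50 nM quenched THF abasic-site duplex. Cleavage dequenches TAMRA, followed at 525/598 nm over three reads one minute apart.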
Pol iota inh – blocks human DNA polymerase iota activity; Potency, µM (doses to about 115 µM), for inactives: at the top dose activity, negative = inhibition, most hits filed as inhibitors; Q9UNA4; AID 588590; 1% of 390,000 active; Pol iota fluorescent replication assay, 10 min; also: potency is read from the fitted curve at half-maximal effect
Target sequence (Q9UNA4 whole entry, looked up): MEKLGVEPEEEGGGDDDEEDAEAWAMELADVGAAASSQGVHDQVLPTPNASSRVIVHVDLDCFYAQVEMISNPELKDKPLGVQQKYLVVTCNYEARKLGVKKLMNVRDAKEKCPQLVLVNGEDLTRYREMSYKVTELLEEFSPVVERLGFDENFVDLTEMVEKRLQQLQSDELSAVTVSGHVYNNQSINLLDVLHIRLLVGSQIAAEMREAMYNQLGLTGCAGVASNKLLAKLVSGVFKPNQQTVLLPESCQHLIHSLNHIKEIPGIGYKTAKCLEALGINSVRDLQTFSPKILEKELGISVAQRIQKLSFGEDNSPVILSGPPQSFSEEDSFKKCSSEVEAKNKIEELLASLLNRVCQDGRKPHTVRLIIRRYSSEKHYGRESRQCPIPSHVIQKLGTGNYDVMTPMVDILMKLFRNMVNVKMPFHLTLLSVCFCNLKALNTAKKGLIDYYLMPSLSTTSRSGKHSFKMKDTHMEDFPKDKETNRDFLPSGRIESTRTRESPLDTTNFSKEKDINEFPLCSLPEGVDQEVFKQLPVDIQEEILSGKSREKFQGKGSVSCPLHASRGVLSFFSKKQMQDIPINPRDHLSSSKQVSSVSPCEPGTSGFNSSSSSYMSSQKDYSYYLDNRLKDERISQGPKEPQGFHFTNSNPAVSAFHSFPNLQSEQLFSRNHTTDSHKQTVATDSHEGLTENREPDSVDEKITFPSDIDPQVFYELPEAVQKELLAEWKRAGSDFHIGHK
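Fluorescent replication assay read twice, at 0 min and 10 min after adding 50 nM (final) substrate. Enzyme (10 nM) and compounds were first incubated 15 min at room temperature; enzyme-free buffer wells were negative controls.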
POLB inh – inhibitors of human DNA polymerase beta | P06746 | Pol beta primer extension/strand displacement, fluorescence kinetic | Potency, µM (titrated, usually from 114 µM), without a hit: at the highest dose activity change, negative = inhibition, hits mostly inhibitors | 1.3% of 340,000 active | AID 485314; also: potency is read from the fitted curve at half-maximal effect; % is scaled to controls: 0 for no effect and ±100 for the full control effect
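Curves were derived by four-parameter Hill fits of normalized qHTS data. The kinetic fluorescent primer-extension read was taken at 0 and 10 min after 50 nM substrate, following a 15 min room-temperature preincubation of 10 nM enzyme with compounds.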
Anesthetic bind – candidate novel general anesthetic via apoferritin binding | P02791 | apoferritin/1-aminoanthracene competitive binding, fluorescence | Potency, µM (series often up to 77.5 µM), for the others: at the highest dose activity change, negative = displacement, actives largely listed as inhibitors | 0.074% of 350,000 active | AID 485281; also: potency is read from the fitted curve at half-maximal effect; % is scaled to controls: 0 for no effect and ±100 for the full control effect; nearly all actives have a fitted effect of over 20% in size
Target sequence (P02791 2-175 limits assumed): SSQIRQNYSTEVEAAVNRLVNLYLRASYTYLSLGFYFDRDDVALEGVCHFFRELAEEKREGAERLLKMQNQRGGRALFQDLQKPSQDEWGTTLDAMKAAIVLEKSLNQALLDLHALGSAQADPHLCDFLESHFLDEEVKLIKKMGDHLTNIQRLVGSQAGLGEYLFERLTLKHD
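Steps: apoferritin (10 uM) was premixed with half-saturated 1-AMA in PBS, compounds were pin-transferred, plates stood 10 min at room temperature, fluorescence was read at 380/535 nm, and curves were fitted with a Hill equation.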
POLH inh – blocks human DNA polymerase eta activity. recombinant Pol eta, fluorescent DNA replication assay. Q9Y253. AID 588591. 1.2% of 390,000 active. Potency, µM (highest dose often 114 µM), without a hit: at the top dose activity change, negative = inhibition, actives largely listed as inhibitors; also: potency is read from the fitted curve at half-maximal effect; % is scaled to controls: 0 for no effect and ±100 for the full control effect
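Pol eta at 10 nM preincubated with compounds 15 min at room temperature; reaction started with fluorescent substrate (50 nM final) and read kinetically at 0 and 10 min.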
Pol kappa inh – inhibitors of human DNA polymerase kappa; Q9UBT6; purified Pol kappa, fluorescent DNA synthesis assay, 10 min; Potency, µM (top dose mostly 107 µM), inactives show at the highest dose activity, negative = inhibition, usual class: inhibitors; 0.53% of 400,000 active; AID 588579; also: potency is read from the fitted curve at half-maximal effect; % is scaled to controls: 0 for no effect and ±100 for the full control effect
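Kinetic fluorescence screen: compound preincubated 15 min RT with 10 nM enzyme; 50 nM substrate (final) initiates; reads at 0/10 min.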
Active calls of the source: *; ? = inconclusive; nt = no result given; & = joins results of further samples; [ ] = another dose, or the depositor's remark. Unless noted, calls follow the shape of the dose curve; as a rule, active = well fitted curve in the direction sought with a large enough effect; inconclusive = small, poorly fitted or top-dose-only effect, or another doubt; inactive = no such curve, though single readings can be large; an effect the other way counts as inactive or inconclusive. This is a subset; rates above refer to the full screens.

SMILES,LDHA inh,POLH inh,BLM inh,Pol iota inh,APE1 inh,POLB inh,Anesthetic bind,Pol kappa inh,Glioma ERSR ind
CCc1nnc(NC(=O)c2cccc(S(=O)(=O)N3CCCC3)c2)s1,-11,-12%,-5%,89%[activator],1%,18%,4%,-25%,1%
CCCn1c(=O)c2sccc2n2c(CCCC(=O)NCCOC)nnc12,-8,-10%,2%,28%,nt,32%,-6%,-2%,-2%
CC1CCN(Cc2nnnn2-c2ccc(Cl)cc2)CC1,1,-12%,0%,4%,1%,0%,7%,-8%,0%
O=C(c1ccc(Br)o1)N1CCN(c2ccc(F)cc2)CC1,-7,-11%,-4%,13%,0%,2%,0%,-3%,-3%
COc1ccc(NC(=O)Nc2ccccc2F)c([N+](=O)[O-])c1,0,-7%,-9%,18%,-6%,-9%,-7%,15%,-1%
CC(C)N(C(=O)Cn1cc(SCC(=O)NCc2ccco2)c2ccccc21)C(C)C,-3,?,-10%,154%[activator],15%,45%[activator],-19%,-18%,-4%
O=S1(=O)C[C@@H](O)[C@@H](Nc2ccccc2)C1,-6,-15%,-1%,157%[activator],1%,-8%,0%,-2%,-3%
Cc1oc(C(C)(C)C)cc1C(=O)N1CCCC1C(=O)O (stereo not given),-5,0%,-7%,-5%,2%,3%,-4%,-13%,2%
CC1(C)Cc2ccccc2C(=NC(Cc2ccccc2)C(=O)O)N1 (stereo not given),1,-2%,-5%,13%,57%[activator],-11%,-6%,-6%,-4%
CC(OC(=O)c1ccccc1NS(=O)(=O)c1cccc(N)c1)C(=O)N(C)Cc1ccccc1 (stereo not given),-8,-25%,-2%,9%,1%,0%,0%,-18%,-6%
CNC(=O)CSc1nnc(-c2cccc(S(=O)(=O)N3CCOCC3)c2)n1-c1ccc(F)cc1,5,-2%,-2%,12%,0%,3%,1%,-7%,-1%
COc1ccc(S(=O)(=O)Nc2cccc(-n3cnnn3)c2)cc1,-16,-19%,2%,4%,8%,3%,-6%,-22%,-3%
COCCCn1c(C(=O)NCCC2=CCCCC2)cc2c(=O)n3ccccc3nc21,1,-21%,-2%,39%[activator],16%,26%,39%[activator],-2%,-3%
COc1ccccc1N(CC(=O)NC(C)(C)C)C(=O)c1ccc(Cl)nc1,-7,-3%,0%,0%,17%,48%,-7%,0%,-2%
Cc1cc(NC(=O)c2cnn3c(C(F)(F)F)cc(-c4ccccc4)nc23)no1,-10,-12%,-7%,16%,-5%,4%,-14%,-11%[60.1 µM],6%
O=C(O)C1CCCCC1C(=O)NCCc1ccc(F)cc1 (stereo not given),-4,-1%,-2%,35%[activator],23%,-1%,-8%,-1%,-4%
O=C(c1ccc2nccnc2c1)N1CCN(Cc2ccc3c(c2)OCO3)CC1,-1,-2%,-3%,15%,-1%,1%,13%,11%,-4%
O=[N+]([O-])c1nn(-c2ccccc2)n(O)c1=NCc1ccc2c(c1)OCO2,0,1%,2%,5%,-6%,23%,?,-6%,-4%
COc1cccc(NC(=O)COc2ccc3c(c2)CCC3)c1,-1,-14%,-9%,37%[activator],-5%,-24%,-15%,3%,7%
CC(=O)Nc1ccc(NC(=O)C(C)OC(=O)CCCOc2ccc(Cl)c(C)c2)cc1 (stereo not given),3,-15%,-8%,21%,4%,8%,-2%,-8%,-6%

New compounds follow
SMILES,LDHA inh,POLH inh,BLM inh,Pol iota inh,APE1 inh,POLB inh,Anesthetic bind,Pol kappa inh,Glioma ERSR ind
O=C(/C=C/c1ccc2c(c1)OCO2)N1CCOCC1,0,2%,0%,21%,-3%,2%,-6%,0%,-4%
Cc1cnc(=O)[nH]c1SCC(=O)Nc1nccs1,-3,-17%,nt,45%[activator],9%,nt,nt,-14%,-1%
c1csc(CNc2ncnc3nc[nH]c23)c1,-12&-3&-6,-5%,2%,8%&19%&17%,-1%,1%,3%,-3%&1%&-15%,0%&-3%&2%
COc1ccc2[nH]cc(CCN=C(NC(=O)c3ccccc3OC)Nc3nc(C)cc(C)n3)c2c1,-5,-10%,-12%,-6%,nt,1%,6%,-10%,-5%
C=CCn1cc(/C=C2/NC(=O)NC2=O)c2ccccc21,-6,?,-19%,?,20%,10%,1%,-5%,-5%
COC(=O)c1cc2oc3ccccc3c2n1CC(=O)Nc1ccccc1OC,-7,-18%,0%,-5%,-2%,-2%,-2%,-17%,-2%
CCOC(=O)C1=NN(C(C)=O)C2(CC(=O)N(c3cc(C)cc(C)c3)C2=O)C1 (stereo not given),-10,-8%,4%,133%[activator],-3%,-26%,-3%,-1%,-5%
CC(C)COP(=O)(OCC(C)C)C(O)c1ccccc1F (stereo not given),-11,-17%,-5%,20%,-5%,18%,?,-1%,1%
COc1ccc(NC(=O)c2ncoc2-c2ccco2)cc1Cl,1&0,-12%,0%,2%,nt,-5%,4%,-14%[60.1 µM],0%
Cc1ccc(NS(=O)(=O)c2cc(C(=O)NCCSc3ccc(C)cc3)ccc2C)cc1,5,-21%,-13%,0%,-5%,9%,0%,-15%,-2%
O=C(Nc1nc(=O)c2ccccc2s1)c1ccccc1,-2,11%,-5%,?,9%,-11%,6%,-6%,0%
NC(=O)C1(N2CCCC2)CCN(Cc2ccccc2)CC1,-4,-15%,nt,0%,nt,nt,nt,-14%,-4%
CCN(CCO)c1ccc(N=Nc2cc(C)[nH]n2)cc1,2,2%,-2%,14%[58.9 µM],13%,30%,1%,-10%,-13%
CCN(CC)CCCN(C(=O)c1ccccc1C)c1nc(-c2ccc(OC)cc2)cs1,-10,-12%,0%,32%[activator],5%,-21%,-22%,5%,-5%
Cc1ccc(SCC(=O)Nc2ccc(N3CCN(c4ccccc4)CC3)c(F)c2)cc1,0,6%,-2%,3%,-1%,19%,-5%,-14%,-6%
O=C(O)/C=C/C(=O)Nc1ccc(OCc2ccccc2)cc1,-4,-22%,-3%,23%,2%,1%,?,3%,-2%
CC(=O)N1CN(C2CCS(=O)(=O)C2)Cc2c1sc1c2CCCC1 (stereo not given),12,-17%,-2%,30%,11%,25%,-14%,-3%,-1%
CCC(=O)c1ccc(OCC(=O)OCC(=O)N2c3ccccc3CC2C)cc1 (stereo not given),-7,-17%,nt,87%[activator],9%,nt,nt,-17%,-1%
N#Cc1nc(/C=C/c2ccccc2)oc1NCCCN1CCOCC1,-3,-17%,0%,47%[activator],-5%,5%,358%[activator],-7%,2%
CC[C@@]1(C(=O)OC)N[C@H](CN(C)C(=O)Nc2ccc(F)cc2)[C@@H]2C(=O)N(C)C(=O)[C@@H]21,1,2%,nt,-5%,-4%,nt,nt,11%,-4%

The listing continues:
SMILES,LDHA inh,POLH inh,BLM inh,Pol iota inh,APE1 inh,POLB inh,Anesthetic bind,Pol kappa inh,Glioma ERSR ind
CC(C)CC(=O)Nc1nc(=S)ss1,-8,1%,0%,?,3%,2%,-10%,-6%,7%
Cn1c(SCc2c(Cl)cccc2Cl)nnc1-c1cccs1,0,-20%,-5%,27%,-4%,0%,?,-2%,5%
CNS(=O)(=O)c1ccc(Oc2ccc(S(=O)(=O)NC)cc2)cc1,-12,-1%,-5%,9%,1%,-11%,-10%,-4%,-5%
O=C(O)CCCCCCC1C(=O)NC(=O)N1CCC(O)C1CCCCC1 (stereo not given),-3,-15%,-15%,7%,6%,6%,7%,11%,8%
CC(C)(C)NC(=O)Cn1nnc(-c2cccs2)n1,-10,1%,0%,-3%,-5%,-10%,-1%,-9%,0%
N/C(=N\OC(=O)c1cccc(C(F)(F)F)c1)c1cnccn1,-9,-5%,-5%,-18%,3%,0%,-10%,-4%,9%
CCOc1ccc(Cc2c(C)[nH]c3ccc(C(=O)O)cc3c2=S)cc1,-8,50µM*,-5%,?,16%,?,-10%,?,0%
CCn1c(SCC(=O)Nc2cc(OC)ccc2OC)nc2c(c1=O)SCC2,2,-8%,-2%,-1%,-4%,22µM*,-18%,-4%,-5%
CC(C)(C)NC(=S)N/N=C/c1c(Cl)cccc1Cl,-2,2%,1%,-8%,-6%,7%,1%,2%,-3%
CC(=O)Nc1ccc(S(=O)(=O)Nc2cccc(-c3csc(C)n3)c2)cc1,0,-15%,-2%,5%,7%,34%,-9%,-1%,-1%
CC(=O)Nc1cc[n+](CC(=O)c2cccc([N+](=O)[O-])c2)cc1,2,3%,0%,55%[activator],5%,22%,-2%,5%,-4%
CCCc1nc(SCC(=O)N2CCCc3ccccc32)c2c(=O)n(C)c(=O)n(C)c2n1,-8,-10%,-8%,4%,3%,-1%,?,-11%,-5%
Cc1ccccc1CNC(=O)COc1ccccc1,-6,-1%,-4%,-5%,-2%,2%,-2%,-7%,-1%
COc1cccc(-c2noc(C3CCCN(C(=O)CC(C)(C)C)C3)n2)c1 (stereo not given),-8,-7%,2%,10%,-10%,7%,-3%,-5%,-3%
Brc1ccc(NC(c2ccccc2)c2ccncc2)cc1 (stereo not given),2,-24%,-2%,29%,7%,-8%,0%,2%,-3%
CN(Cc1ccccc1)c1ccc(N2C(=O)CCC2=O)cc1[N+](=O)[O-],1,-19%,-21%,22%,14%,10%,?,4%,2%
